Glioma ERSR ind: qHTS for Inducers of the Endoplasmic Reticulum Stress Response (ERSR) in Human Glioma: qHTS | Potency, µM, for the others: at the top dose activation, usual class: activators | U87-MG GRP78 promoter luciferase reporter, 16 h | AID 602332, 2012 | 0.02% of 420,000 active; also: potency is read from the fitted curve at half-maximal effect; series mostly up to about 76 µM; % of control where 0% means no effect; nearly all actives have a fitted effect of over 35% in size
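Stably transfected U87-MG glioma cells carrying a GRP78-based luciferase sensor; 16 h compound incubation. Luminescence end-point read 10 min after Bright-Glo addition at room temperature.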
mIDH1 inhibitor: qHTS for Inhibitors of mutant isocitrate dehydrogenase 1 (IDH1): qHTS | Potency, µM (doses to about 76.6 µM), for the others: at the top dose activity change, negative = inhibition, most hits filed as inhibitors | 0.093% of 390,000 active | AID 602179, 2012 | Isocitrate dehydrogenase [NADP] cytoplasmic (Homo sapiens), O75874 | IDH1-R132H enzyme, NADPH consumption, diaphorase/resazurin fluorescence; also: potency is read from the fitted curve at half-maximal effect; % is scaled to controls: 0 for no effect and ±100 for the full control effect; nearly all actives have a fitted effect of over 65% in size
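IDH1-R132H (0.5 ug/mL dispensed) in pH 7.5 Tris buffer was preincubated 30 min with compound, then given a substrate mix of 0.016 mM NADPH and 2 mM alpha-KG for 80 min at room temperature; remaining NADPH was read by diaphorase/resazurin fluorescence.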
PI4K2A inh: qHTS for small molecular inhibitors of PI4K2A; activity change, negative = inhibition, % at 76.9 µM; 0.13% of 420,000 active; purified PI4K2A, ADP-Glo luminescence, 1 h; active compounds read low; in the data active = activity change below about -50%; inconclusive = mostly about -30% to -49%;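 also: -100% = wells without enzyme as full effect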
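ADP-Glo luminescence measured ADP generated by PI4K2A enzyme (4 ug/mL before mixing) with 1.2 mM PI substrate (pre-mix) and 300 microM ATP (pre-mix). Tris pH7.5 buffer with MgCl2, Triton X-100; 1 h reaction at ambient temperature.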
RXFP1 agonist: qHTS Assay for Agonists of the Relaxin Receptor RXFP1; Relaxin receptor 1 (Homo sapiens), Q9HBX9; HEK293T-RXFP1 cAMP TR-FRET, 30 min; response scale: percent of porcine relaxin response, buffer zero; Potency, µM (highest dose often 57.5 µM), inactives show top-dose activation, hits mostly activators; 0.3% of 370,000 active; AID 2676, 2010; also: potency is read from the fitted curve at half-maximal effect; % is scaled to controls: 0 for no effect and ±100 for the full control effect; nearly all actives have a fitted effect of over 60% in size; many of its hits are not listed in these tables
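Agonist response is measured as cAMP accumulation in an RXFP1-transfected HEK293T line under PDE4 inhibition. Values are scaled between buffer-only and 29 nM porcine relaxin, and EC50s come from standard Hill equation fits.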
LDHA inh: qHTS assay for inhibitors of human lactate dehydrogenase; L-lactate dehydrogenase A chain (Homo sapiens), P00338; purified LDHA, NADH/diaphorase-resazurin fluorescence; active compounds read low; activity change, % (values are at about 110 or 230 µM); 0.15% of 480,000 active; in the data active = activity change below about -30%; inconclusive = mostly about -25% to -30%;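 also: plate controls were DMSO wells for no effect and wells without enzyme for full effect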
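LDH5 2 nM; NADH 0.06 mM, pyruvate 0.2 mM; 200 mM Tris pH 7.4, EDTA, Tween-20; 5 min RT. Detection: diaphorase 0.133 mg/mL + resazurin 37 µM, fluorescence ex540/em590 at 0 and 20 min; normalized to enzyme-free and DMSO wells.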
Vif-APOBEC3F blk: qHTS for Inhibitors of Vif-A3F Interactions: qHTS; HeLa A3F-eYFP + Vif (tagged APOBEC3F with the HIV-1 protein that degrades it), YFP fluorescence increase; Potency, µM (top dose mostly 46.1 µM), for inactives: at the top dose activity, negative = active; 0.2% of 390,000 active; also: potency is read from the fitted curve at half-maximal effect; % of control where 0% means no effect; nearly all actives have a fitted effect of over 65% in size
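HeLa cells stably expressing Vif plus C-terminally eYFP-tagged A3F were seeded, incubated overnight at 37 deg C, dosed with compound, incubated overnight again at 37 deg C. Yellow fluorescence (Ex 488/Em 500-530) reported blocked Vif-mediated A3F-eYFP degradation.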
Vif-A3G inh: qHTS for Inhibitors of Vif-A3G Interactions: qHTS; HeLa A3G-eYFP + Vif (tagged APOBEC3G with the HIV-1 protein that degrades it), YFP fluorescence, overnight; Potency, µM (highest dose often 46.1 µM), inactives show top-dose activity, negative = active, most hits filed as inhibitors; 0.076% of 410,000 active;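 also: potency is read from the fitted curve at half-maximal effect; % is scaled to controls: 0 for no effect and ±100 for the full control effect; nearly all actives have a fitted effect of over 60% in size; hits raise eYFP signal because A3G escapes Vif-driven loss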
Target sequence (Q9HC16 whole entry, looked up): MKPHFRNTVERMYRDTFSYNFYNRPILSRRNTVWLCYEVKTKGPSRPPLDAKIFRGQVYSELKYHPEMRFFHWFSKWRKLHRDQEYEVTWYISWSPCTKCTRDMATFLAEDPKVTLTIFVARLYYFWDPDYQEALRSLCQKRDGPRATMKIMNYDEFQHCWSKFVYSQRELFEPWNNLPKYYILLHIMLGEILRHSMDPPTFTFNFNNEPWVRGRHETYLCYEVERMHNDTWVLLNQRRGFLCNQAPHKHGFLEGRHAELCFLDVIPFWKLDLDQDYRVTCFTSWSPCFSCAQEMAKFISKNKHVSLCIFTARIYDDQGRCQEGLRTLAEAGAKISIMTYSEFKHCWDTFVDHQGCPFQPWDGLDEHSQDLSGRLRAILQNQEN
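HeLa cells stably expressing Vif and C-terminally eYFP-tagged A3G, seeded overnight at 37 deg C, then exposed to compound by pintool overnight at 37 deg C. Rise in yellow fluorescence (Ex 488/Em 500-530, Acumen) marks blocked Vif-driven A3G degradation.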
USP1-UAF1 inh: Inhibitors of USP1/UAF1: Primary Screen; Potency, µM (series often up to 57.1 µM), for the others: top-dose activity change, negative = inhibition, usual class: inhibitors; recombinant USP1/UAF1, Ub-Rhodamine cleavage fluorescence; Ubiquitin carboxyl-terminal hydrolase 1 (Homo sapiens), O94782; AID 743255, 2014; 0.23% of 390,000 active; also: potency is read from the fitted curve at half-maximal effect; % is scaled to controls: 0 for no effect and ±100 for the full control effect; nearly all actives have a fitted effect of over 60% in size; inactives centre near -12
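Step one: compound is pinned into 1nM USP1/UAF1 in HEPES pH 7.8 buffer with TCEP. Step two: 15 min room-temperature incubation. Step three: Ub-Rho (150nM final) starts cleavage, tracked by fluorescence over six one-minute reads.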
TrxR1 substrate: qHTS Assay for Substrates of Mammalian Selenoprotein Thioredoxin Reductase 1 (TrxR1): qHTS; Thioredoxin reductase 1, cytoplasmic (Rattus norvegicus), O89049; 0.01% of 390,000 active; Potency, µM (top dose mostly 114 µM), for inactives: top-dose activity change, negative = substrate turnover; purified TrxR1 substrate turnover, NADPH consumption readout; also: potency is read from the fitted curve at half-maximal effect; % is scaled to controls: 0 for no effect and ±100 for the full control effect; nearly all actives have a fitted effect of over 50% in size
Target sequence (O89049 whole entry, looked up): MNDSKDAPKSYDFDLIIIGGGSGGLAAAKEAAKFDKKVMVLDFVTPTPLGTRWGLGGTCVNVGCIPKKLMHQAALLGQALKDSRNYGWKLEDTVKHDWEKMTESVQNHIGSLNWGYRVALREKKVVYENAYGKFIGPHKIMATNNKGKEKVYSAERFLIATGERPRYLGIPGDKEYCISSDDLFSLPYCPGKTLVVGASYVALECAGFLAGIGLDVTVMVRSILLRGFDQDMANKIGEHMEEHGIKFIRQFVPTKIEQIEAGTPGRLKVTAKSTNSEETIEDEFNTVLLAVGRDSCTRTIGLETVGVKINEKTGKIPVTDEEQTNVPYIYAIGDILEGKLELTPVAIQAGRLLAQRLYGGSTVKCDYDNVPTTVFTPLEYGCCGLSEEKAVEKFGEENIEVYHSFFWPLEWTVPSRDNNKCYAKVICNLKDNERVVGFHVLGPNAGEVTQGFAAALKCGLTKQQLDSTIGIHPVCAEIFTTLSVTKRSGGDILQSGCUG
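Rat TrxR1, dispensed at 90 nM, was prereduced with 400 uM NADPH (final) for 5 min at ~22 deg C, then incubated with compound 15 min before 400 uM selenite. A first-read NADPH fluorescence drop versus no-compound background flagged substrates.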
Active calls of the source: *; ? = inconclusive; nt = no result given; & = joins results of further samples; [ ] = dose if it differs, or a comment. Unless noted, calls follow the shape of the dose curve; as a rule, active = well fitted curve in the direction sought with a large enough effect; inconclusive = small, poorly fitted or top-dose-only effect, or another doubt; inactive = no such curve, though single readings can be large; an effect the other way counts as inactive or inconclusive. Some of the compounds tested; count on the stated rates, not on these rows.

nr | SMILES | PI4K2A inh | Glioma ERSR ind | USP1-UAF1 inh | TrxR1 substrate | mIDH1 inhibitor | RXFP1 agonist | Vif-APOBEC3F blk | Vif-A3G inh | LDHA inh
1 | Cc1ccc(-c2noc(Cn3cc(S(=O)(=O)N4CCCC4)ccc3=O)n2)cc1 | -3 | 8% | -12% | 1% | 7% | 0.9% | 5% | 0% | -2
2 | Cc1ccc(NC(=O)c2nc[nH]c2C(=O)NCc2ccccc2)cc1 | 0 | -1% | -20% | 23% | -6% | -0.6% | -3% | -5% | -1
3 | CCOC(=O)c1c(C)[nH]c(C)c1S(=O)(=O)N1CCC(C(=O)N2CCN(c3ccc(Cl)cc3)CC2)CC1 | -1 | -3% | -26% | -6%[57.1 µM] | -1% | 0.0% | 2% | -5% | -2
4 | COc1ccc(S(=O)(=O)N2CCC(C(=O)N[C@@H](C)C(=O)N3CCCC3)CC2)cc1 | 3 | -4% | -29% | nt | -1% | nt | -1% | 5% | -3
5 | COc1ccc2[nH]c(N=Nc3ccccc3C)c(O)c2c1 | -6 | 5% | -11% | 0% | -6% | 0.3% | 9% | -1% | 2
6 | Cc1ccc(Cl)cc1N1CCN(C(=O)c2cccc3c(=O)c(C)c(-c4ccccc4)oc23)CC1 | 0 | 2% | -26% | 3%[57.1 µM] | -15% | 4.2% | 2% | 3% | -3
7 | CCOc1ccccc1NC(=O)CSc1nc2ccccc2nc1Cc1ccc(C)cc1 | 3 | -1% | ? | 0%[57.1 µM] | 3% | 18% | -3% | -15% | -2
8 | COc1ccc(C(CNC(=O)C(C)c2ccc3cc(OC)ccc3c2)N(C)C)cc1 (centres undefined) | 1 | 1% | ? | 6%[0.457 µM] | -5% | -0.3% | -10% | 0% | -5
9 | CCc1ccc(C2c3c(-c4ccccc4O)n[nH]c3C(=O)N2Cc2cccnc2)cc1 (centres undefined) | 1 | -1% | ? | -1% | ? | 0.2% | -2% | -14% | 1
10 | CCCCn1c(SCC(=O)NCc2ccco2)nc2cc(S(N)(=O)=O)ccc21 | -1 | 0% | -20% | -7%[57.1 µM] | 7% | 1.7% | 8% | -5% | -3
11 | CC(=O)c1cc(NC(=O)c2ccc(C)cc2)c(=O)oc1/C=C/N(C)C | -15 | -3% | -18% | -17% | 10% | -2.2% | 13µM* | 13µM* | 2
12 | Cc1ccc(NC(=O)CS(=O)CC(=O)N(c2ccccc2)C(C)C(=O)NC2CCCC2)cc1 (centres undefined) | -1 | -1% | ? | 12% | 9% | 1.8% | -1% | 1% | 1
13 | CN1CCN(c2ccc(CNC(=O)C3(C)Cc4c(-c5ccccc5)ccnc4O3)cc2)CC1 (centres undefined) | -1 | -3% | nt | nt | nt | nt | nt | 3% | -2
14 | CSCCC(NC(=O)c1ccccc1Br)C(=O)NCC(C)(C)N1CCOCC1 (centres undefined) | -4 | -3% | -11% | -2% | 1% | 1.9% | 6% | 0% | -9
15 | COC(=O)c1ccc2c(c1)c(C#Cc1ccccc1)c(-c1ccccc1)n2C | 2 | 1%&-4% | ? | 97%[activator] | -5% | nt | 0% | -4% | -2
16 | CCCCN1C(=O)c2[nH]nc(-c3ccccc3O)c2C1c1ccc(OCc2ccccc2)c(OC)c1 (centres undefined) | -2 | 4% | -8% | -4% | -23% | 3.7% | -1% | -1% | -9
17 | CC(C)(C)OC(=O)N1CCN(C(=O)c2[nH]cnc2C(=O)NCc2ccccc2)CC1 | -2 | -1% | 5% | 4%[57.1 µM] | -4% | -0.4% | 2% | 1% | -6
18 | O=C(c1ccc(NS(=O)(=O)c2cccs2)cc1)N1CCOCC1 | 3 | -6% | -9% | 0% | 0% | 2.6% | 4% | 0% | -8
19 | Nc1ncnc(Nc2c(F)cccc2F)n1 | -16 | -1% | -17% | -22%[57.1 µM] | 2% | -1.9% | 8% | 7% | -2
20 | COc1ccc(C(=O)NNC(=O)c2snnc2C)cc1 | 1 | 1% | ? | 2%[57.1 µM] | -4% | 3.3% | -3% | 1% | -5
21 | Cc1cc(NC(=O)CSc2n[nH]c(-c3ccccc3Br)n2)no1 | -3 | 2% | ? | -1%[2.29 µM] | 1% | nt | ? | -6% | -4
22 | O=C(/C=C/c1ccccc1)c1ccc2c(c1)OCO2 | -17 | 3% | -19% | -3% | 9% | 0.2% | -25% | ? | 1
23 | CCCC[N+](CC#Cc1ccccc1)(CCCC)CCCS(=O)(=O)[O-] | -1 | -1% | -9% | -6% | 0% | 3.1% | -2% | -5% | -5
24 | CCSc1nsc(NC(=O)Nc2cccc(C(C)=O)c2)n1 | -3 | -1% | -1% | -2% | 0% | 1.2% | 6% | 0% | -3
25 | Cc1ccc(NC(=O)c2ccc(OC(=O)CCN3C(=O)c4ccccc4C3=O)cc2)cc1 | 0 | -1% | -15% | 6% | 10% | 0.2% | 0% | -4% | -1
26 | O=c1ccn([C@@H]2O[C@H](CNCC3=Cc4cc(O)ccc4OC3)[C@@H](O)[C@H]2O)c(=O)[nH]1 | -4 | -2% | -27% | 19% | 9% | nt | -2% | 0% | 6
27 | COc1cc(CN2CCN(c3cccc(Cl)c3)CC2)cc(OC)c1OC | 10 | -4% | -13% | 2% | 0% | 0.7% | -10% | ? | -19
28 | CC(NC(=O)CNC(=O)c1cccs1)c1cccc(C(F)(F)F)c1 (centres undefined) | 4 | -6% | -17% | 4% | 7% | nt | -11% | -6% | 0
29 | CCOC(=O)c1nc(Nc2ccc(C(=O)O)cc2)c2ccccc2n1 | -1 | -1% | -11% | -9%[57.1 µM] | 4% | 2.1% | 0% | -2% | -8
30 | CCn1c(CC(=O)Nc2ccc(OC)cc2)nnc1SCC(=O)N1CCOCC1 | 0 | -5% | -3% | 1% | 1% | 0.1% | -1% | -1% | -12

Reprinted from the part before: 4 entries, then new ones.
nr | SMILES | PI4K2A inh | Glioma ERSR ind | USP1-UAF1 inh | TrxR1 substrate | mIDH1 inhibitor | RXFP1 agonist | Vif-APOBEC3F blk | Vif-A3G inh | LDHA inh
27 | COc1cc(CN2CCN(c3cccc(Cl)c3)CC2)cc(OC)c1OC | 10 | -4% | -13% | 2% | 0% | 0.7% | -10% | ? | -19
28 | CC(NC(=O)CNC(=O)c1cccs1)c1cccc(C(F)(F)F)c1 (centres undefined) | 4 | -6% | -17% | 4% | 7% | nt | -11% | -6% | 0
29 | CCOC(=O)c1nc(Nc2ccc(C(=O)O)cc2)c2ccccc2n1 | -1 | -1% | -11% | -9%[57.1 µM] | 4% | 2.1% | 0% | -2% | -8
30 | CCn1c(CC(=O)Nc2ccc(OC)cc2)nnc1SCC(=O)N1CCOCC1 | 0 | -5% | -3% | 1% | 1% | 0.1% | -1% | -1% | -12
31 | Cc1cc(C)n2nc(C(=O)Nc3c(C)nn(Cc4ccc(F)cc4)c3C)cc2n1 | 3 | -3% | -3% | 6% | -6% | 0.0% | -4% | -3% | -1
32 | OC1(c2ccc(Br)cc2)CN(c2ccccc2)C2=[N+]1CCS2 (centres undefined) | 2 | -3% | -3% | -5%[57.1 µM] | 6% | 3.9% | 3% | 0% | -14
33 | CC(C)(C)NC(=O)NC(=O)COC(=O)CNC(=O)c1cccc(F)c1 | -2 | -1% | -18% | 0% | 3% | 3.6% | 3% | 1% | -4
34 | CC1C(=O)N2CCCc3cc(NS(=O)(=O)c4ccc([N+](=O)[O-])cc4)cc1c32 (centres undefined) | -3 | -3% | -2% | -11% | 0% | 0.1% | -14% | 1% | 2
35 | CCN1C[C@@H]2[C@@H]3C(=O)N(C)C(=O)[C@@H]3[C@](C)(C1=O)N2C(=O)c1ccc(C)cc1 | -2 | -1% | -1% | 0%[57.1 µM] | 3% | nt | 6% | 3% | -1
36 | Cc1ccc(N=C2NC(=O)/C(=C/c3cn(C)c4ccccc34)S2)cc1C | 3 | -3% | ? | -16% | 1% | 4.1% | ? | 8.9µM* | -1

Two records drawn at random from those above, as already listed:
nr | SMILES | PI4K2A inh | Glioma ERSR ind | USP1-UAF1 inh | TrxR1 substrate | mIDH1 inhibitor | RXFP1 agonist | Vif-APOBEC3F blk | Vif-A3G inh | LDHA inh
10 | CCCCn1c(SCC(=O)NCc2ccco2)nc2cc(S(N)(=O)=O)ccc21 | -1 | 0% | -20% | -7%[57.1 µM] | 7% | 1.7% | 8% | -5% | -3
2 | Cc1ccc(NC(=O)c2nc[nH]c2C(=O)NCc2ccccc2)cc1 | 0 | -1% | -20% | 23% | -6% | -0.6% | -3% | -5% | -1

Compound activity deposited in PubChem by National Center for Advancing Translational Sciences (NCATS).
